14-3-3 Bad inh: disrupts binding of bovine 14-3-3 zeta to phospho-Bad peptide. P63103. TR-FRET 14-3-3zeta/Dy647-pBad peptide displacement, 1 h. inhibition, % at 21.7 µM. 0.71% of 220,000 active. AID 781;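 active means inhibition above about 70%, limit read from the data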;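 further: 0% = full 14-3-3 plus peptide FRET controls and 100% = background without 14-3-3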
Target sequence (P63103 whole entry, looked up): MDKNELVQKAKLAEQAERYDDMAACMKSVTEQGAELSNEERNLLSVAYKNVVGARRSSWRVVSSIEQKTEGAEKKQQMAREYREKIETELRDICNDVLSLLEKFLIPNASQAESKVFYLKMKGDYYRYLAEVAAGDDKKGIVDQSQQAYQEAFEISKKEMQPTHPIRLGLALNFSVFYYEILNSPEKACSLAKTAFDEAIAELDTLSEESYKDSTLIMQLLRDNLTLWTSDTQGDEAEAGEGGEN
NCF1 inh: blocks human p47phox regulatory protein of NADPH oxidases. P14598. p47phox/p22phox peptide binding, fluorescence polarization, 2 h. inhibition, % at 24.7 µM. 0.53% of 220,000 active. AID 1274;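 further: 0% = p47phox with labelled peptide and 100% = labelled peptide alone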
Target sequence (P14598 whole entry, looked up): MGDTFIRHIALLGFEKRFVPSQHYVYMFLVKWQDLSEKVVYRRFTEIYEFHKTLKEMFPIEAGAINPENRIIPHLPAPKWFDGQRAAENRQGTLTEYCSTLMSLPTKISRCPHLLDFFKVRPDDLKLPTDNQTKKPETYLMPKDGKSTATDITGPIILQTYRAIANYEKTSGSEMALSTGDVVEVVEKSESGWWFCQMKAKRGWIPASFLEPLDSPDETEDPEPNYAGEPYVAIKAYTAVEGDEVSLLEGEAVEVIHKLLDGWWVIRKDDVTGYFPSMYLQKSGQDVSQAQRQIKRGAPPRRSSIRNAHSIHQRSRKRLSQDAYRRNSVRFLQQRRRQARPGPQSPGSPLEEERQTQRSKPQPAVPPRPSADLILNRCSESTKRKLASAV
thrombin 1536: blocks human thrombin protease activity. P00734. alpha-thrombin, Boc-VPR-AMC fluorogenic substrate cleavage. inhibition, % at 5 µM. 0.26% of 220,000 active. AID 1046;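 active means inhibition at or above 40%; inactive means inhibition below 40%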;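 further: 0% = enzyme with no compound and 100% = wells without enzyme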
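Material: human alpha-thrombin protein; Also added: Boc-VPR-AMC substrate, 15 µM final; Timing: enzyme reaction carried out at room temperature; Signal: fluorescence, ex 355 nm, em 460 nm; Measure: % inhibition of thrombin; Controls: enzyme without compound as high, wells lacking enzyme as low.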
Rad51 HR inh: Rad51 (human) homologous recombination inhibition. inhibition, % at 10 µM. 0.085% of 200,000 active. hRad51 DNA strand exchange, fluorescence dequenching. Q06609;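 active means inhibition above 40% at the single screening dose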;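 further: 0% = DMSO control wells and 100% = blanks with heterologous ssDNA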
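Test system: preformed human Rad51 ssDNA filaments; also added: Donor/quencher-labelled 47-bp dsDNA substrate; doses: 10 µM final, single point; times: 37 °C 15-min filament assembly, 30-min compound preincubation, 15-min exchange; detection: FRET fluorescence dequenching, excitation 485 nm, emission 520 nm; read-out basis: Fluorescence-based percent inhibition, control- and blank-normalised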
Furin inh: inhibitors of human furin. 0.061% of 220,000 active. purified furin, fluorogenic substrate cleavage. P09958. inhibition, % at 30 µM; in the data active means inhibition above about 25%; further: inactives centre near -15
EBV gp42 inh: EBV gp42 inhibition | inhibition, % (tested at 21.74 µM) | Fluorescence polarization binding assay, mP read-out | AID 1085 | 0.42% of 220,000 active; in the data active means inhibition above about 50%
KLK5 inh: blocks human kallikrein 5 protease activity. Q9Y337. recombinant hK5, fluorogenic AMC substrate cleavage. inhibition, % at 5 µM. 0.59% of 210,000 active;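 active means inhibition of 40% or more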;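 further: 0% = enzyme controls without compound and 100% = no-enzyme blanks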
Cl transport mod: modulators of human KCC2 chloride dependent transport; KCC2 cells, thallium flux FluoZin-2 fluorescence; B-score of Tl+ flux slope (higher = more flux/activation; lower = inhibition) at 10 µM; 2.2% of 190,000 active;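 active means thallium flux slope and its plate-corrected score both differing from the plate sample mean at a set confidence after two filtering rounds, in either direction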;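 further: slope of fluorescence scaled to starting intensity during 10 to 20 s after thallium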
eIF4E 4G PPI: inhibitors of eIF4E and eIF4G interaction in translation initiation. TR-FRET eIF4E-eIF4GI(517-606) binding, 2 h. 0.37% of 220,000 active. inhibition, % at 21.7 µM. AID 782. P63073+Q04637;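 further: 0% = full FRET control wells and 100% = background wells lacking eIF4GI fragment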
Starred values were filed as active, the others as inactive; x = not tested or not shown; [ ] = another dose, or the depositor's remark.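 How the source made its calls, unless noted: active means inhibition above about 30% (limit read from the data); inactive means the rest.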

Letter code: A = 14-3-3 Bad inh; B = NCF1 inh; C = thrombin 1536; D = Rad51 HR inh; E = Furin inh; F = EBV gp42 inh; G = KLK5 inh; H = Cl transport mod; I = eIF4E 4G PPI
compound: CNc1ccc([N+](=O)[O-])cc1C(=O)O
  A = 6	B = -1	C = -12	D = 11	E = 8	F = -7	G = -11	H = -0.15	I = 0

compound: O=c1[nH]c2ccc(S(=O)(=O)N3CCN(c4ccc(F)cc4)CC3)cc2o1
  A = 3	B = 5	C = 3	D = 13	E = -13	F = -14	G = 3	H = -0.7	I = -8

compound: Cn1ncc(Br)c1C(=O)Nc1ccc(F)cc1F
  A = 0[fluorescence artefact?]	B = -5	C = 1	D = -1	E = -15[20 µM]	F = -15	G = -4	H = x	I = 2

compound: CCOC(=O)c1ccc(NC(=O)CCc2nc(-c3ccccc3)no2)cc1
  A = 2	B = -18	C = -1	D = 2	E = -22	F = -14	G = -28	H = -1.6	I = 3

compound: O=C(O)C1Cc2ccccc2CN1C(=O)c1ccccc1 (stereo not drawn)
  A = 10	B = 1	C = -8	D = 4	E = -5[20 µM]	F = 6	G = 14	H = 2.8	I = -8

compound: CCCC(C)NC(=O)c1nc(-c2ccccc2)n(-c2ccccc2)n1 (stereo not drawn)
  A = 5	B = -3	C = -2	D = 2	E = -26[20 µM]	F = -9	G = -2	H = -0.77	I = -3

compound: O=C(CN1CCN(S(=O)(=O)c2ccccc2[N+](=O)[O-])CC1)Nc1ccc(N2CCOCC2)cc1
  A = 0	B = -11	C = -2	D = -24	E = -18	F = -12	G = -3	H = -0.88	I = -9

compound: Cn1nnnc1SCC(=O)Nc1cccc([N+](=O)[O-])c1
  A = -13	B = -7	C = -7	D = 1	E = -24	F = -7	G = -9	H = -0.37	I = 3

compound: CC(=O)OC(/C(O)=C(\C#N)c1nc2ccccc2[nH]1)c1ccccc1 (stereo not drawn)
  A = 8	B = -4	C = -2	D = -2	E = -21	F = 18	G = -8	H = x	I = 8[fluorescence artefact?]

compound: CCCCn1nnnc1SCC(=O)Nc1ccc(C)cc1
  A = 2	B = -3	C = 1	D = 4	E = -22	F = -24	G = 5	H = -1.5	I = -1

Entries of single compounds from above. Values in the order: 14-3-3 Bad inh | NCF1 inh | thrombin 1536 | Rad51 HR inh | Furin inh | EBV gp42 inh | KLK5 inh | Cl transport mod | eIF4E 4G PPI
Profile of `O=C(CN1CCN(S(=O)(=O)c2ccccc2[N+](=O)[O-])CC1)Nc1ccc(N2CCOCC2)cc1` → 0 | -11 | -2 | -24 | -18 | -12 | -3 | -0.88 | -9
Profile of `CNc1ccc([N+](=O)[O-])cc1C(=O)O` → 6 | -1 | -12 | 11 | 8 | -7 | -11 | -0.15 | 0
Profile of `O=C(O)C1Cc2ccccc2CN1C(=O)c1ccccc1` (stereo not drawn) → 10 | 1 | -8 | 4 | -5[20 µM] | 6 | 14 | 2.8 | -8
Profile of `CCCC(C)NC(=O)c1nc(-c2ccccc2)n(-c2ccccc2)n1` (stereo not drawn) → 5 | -3 | -2 | 2 | -26[20 µM] | -9 | -2 | -0.77 | -3
Profile of `Cn1nnnc1SCC(=O)Nc1cccc([N+](=O)[O-])c1` → -13 | -7 | -7 | 1 | -24 | -7 | -9 | -0.37 | 3

Further compounds:
Letter code: A = 14-3-3 Bad inh; B = NCF1 inh; C = thrombin 1536; D = Rad51 HR inh; E = Furin inh; F = EBV gp42 inh; G = KLK5 inh; H = Cl transport mod; I = eIF4E 4G PPI
compound: COc1ccc(/C=N/NC(=O)C(C)N(c2ccc(OC)cc2)S(C)(=O)=O)cc1 (stereo not drawn)
  A = -9	B = 0	C = -4	D = x	E = -19	F = -13	G = x	H = 0.17	I = 2

compound: CC(=O)c1ccc(NC(=O)CSC(C)C)cc1
  A = -8	B = -7	C = -14	D = 1	E = -4	F = -5	G = -21	H = 0.86	I = 8

compound: Nc1c(C(=O)c2ccccc2)oc2ccc(Br)cc12
  A = -14	B = -27	C = -4	D = 3	E = -24	F = -7	G = -11	H = 0.21	I = -8

compound: CCC(=O)N/N=c1/sc2ccccc2n1C
  A = -7	B = 5	C = 0	D = -1	E = -29	F = -28	G = 2	H = 0.87	I = 4

compound: O=C(O)CC(NCc1ccco1)C(=O)OCCc1ccccc1 (stereo not drawn)
  A = 22	B = 0	C = 0	D = -4	E = -28	F = -10	G = -17	H = 0.06	I = -2

compound: CC(=O)NC1C(OCc2ccccc2)OC2COC(c3ccccc3)OC2C1OCC(=O)O (stereo not drawn)
  A = 9	B = -8	C = -7	D = 6	E = -23	F = 10	G = -4	H = x	I = 0

compound: COC(=O)c1ccccc1NC(=O)Cn1cnc2ccc(S(=O)(=O)N3CCC(C)CC3)cc2c1=O
  A = -2	B = -5	C = 8	D = 6	E = -22	F = -19	G = 4	H = 0.62	I = 0

compound: Cc1ccc(-c2nn(-c3ccccc3)cc2CNCc2ccccc2)cc1
  A = 2	B = -5	C = 1	D = -1	E = -27	F = 5	G = 6	H = -0.52	I = -1

compound: CCC1=C(OC(=O)N(CC)CC)N2C(=O)OC(=NCC3CC3)[C@]2(Cc2ccccc2)[C@H]2C1=CC[C@H]1C(=O)N(CC)C(=O)[C@H]12
  A = -6	B = -18	C = -5	D = 9	E = -24	F = -3	G = 0	H = -0.43	I = 4

compound: COc1ccc(-n2c(=S)[nH]c3ncccc3c2=O)cc1
  A = 1	B = -15	C = 1	D = 6	E = -20	F = -20	G = -4	H = 0.063	I = 3

compound: CC(=O)Nc1ccc(S(=O)(=O)/N=C2\SCCN2S(=O)(=O)c2ccc(NC(C)=O)cc2)cc1
  A = -1	B = -19	C = 1	D = x	E = -17	F = -4	G = 6	H = x	I = -3

compound: COC(=O)c1ccc(CN2[C@H](C(=O)OC)C[C@@]3(O)[C@@H](O)[C@@H](O)[C@@H](O)C[C@@H]23)cc1
  A = -3	B = -21	C = 0	D = 0	E = -30	F = -6	G = 2	H = 1.3	I = -2

compound: CCC1S/C(=N/N=C/c2ccco2)N(Cc2ccccc2C)C1=O (stereo not drawn)
  A = -1	B = -18	C = -2	D = 1	E = -16	F = -23	G = 4	H = -0.063	I = 4

compound: CC(CS(=O)(=O)c1cccc2cccnc12)N1CCCCC1 (stereo not drawn)
  A = 0	B = -14	C = -1	D = 4	E = -18	F = -11	G = 6	H = -0.86	I = 4

compound: Cc1cc(C)nc(SC(C)C(=O)O)n1 (stereo not drawn)
  A = 26[fluorescence artefact?]	B = 4	C = 1	D = 2	E = -3	F = 16	G = -2	H = x	I = 10

compound: CC(C)(C)OC(=O)CNC(=O)c1nc[nH]c1C(=O)NCC(=O)OC(C)(C)C
  A = -4	B = -10	C = -4	D = -6	E = -21	F = -14	G = -1	H = 0.49	I = -8

compound: Cc1ccc(S(=O)(=O)N(CC(=O)N/N=C/c2cccc(C)c2)c2cccc3cccnc23)cc1
  A = -7	B = 0	C = 1	D = -12	E = -13[20 µM]	F = -11	G = -7	H = 1	I = -1[fluorescence artefact?]

compound: Cc1ccc2nc(NC(=O)C3CCCN(S(=O)(=O)c4cccc5nonc45)C3)sc2c1 (stereo not drawn)
  A = -3	B = -41	C = 2	D = -13	E = -21	F = -44	G = 2	H = x	I = 1

Screening results: PubChem BioAssay, several laboratories
